Compound activity: PubChem, National Center for Advancing Translational Sciences (NCATS)
N370S GC mod: qHTS Assay for Inhibitors and Activators of N370S glucocerebrosidase as a Potential Chaperone Treatment of Gaucher Disease; Potency, µM (top dose mostly 59.4 µM), inactives show top-dose activity change, negative = inhibition, most hits filed as inhibitors; AID 2101, 2009; Lysosomal acid glucosylceramidase (Homo sapiens), P04062; 330,000 tested, 0.092% active; N370S GC spleen homogenate, 4MU-glucoside fluorescence;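 also: 0% = full enzyme activity and -100% = no enzyme basal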
FEN1 inh: qHTS Assay for the Inhibitors of Human Flap endonuclease 1 (FEN1); 390,000 tested, 0.35% active; Potency, µM (doses to about 114 µM), for the others: top-dose activity change, negative = inhibition, most hits filed as inhibitors; Recombinant FEN1 flap cleavage, fluorescence, 15 min; P39748; also: nearly all actives have a fitted effect of over 65% in size
Target sequence (P39748 whole entry, looked up): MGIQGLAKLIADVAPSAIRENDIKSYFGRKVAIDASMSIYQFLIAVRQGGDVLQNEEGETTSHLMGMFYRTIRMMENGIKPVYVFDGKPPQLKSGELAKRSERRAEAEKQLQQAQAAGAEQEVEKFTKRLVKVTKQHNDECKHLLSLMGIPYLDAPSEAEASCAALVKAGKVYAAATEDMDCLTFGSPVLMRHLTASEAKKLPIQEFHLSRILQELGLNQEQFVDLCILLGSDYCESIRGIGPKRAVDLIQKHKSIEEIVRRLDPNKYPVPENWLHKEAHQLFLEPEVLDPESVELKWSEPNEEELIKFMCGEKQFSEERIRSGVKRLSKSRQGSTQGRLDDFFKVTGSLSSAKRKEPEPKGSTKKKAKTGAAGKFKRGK
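Nuclease activity of 10 nM FEN1 was measured after 15 min of room-temperature exposure to titrated compounds, by adding 50 nM flap substrate and reading plates at 0 and 15 min.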
TDP1 block: qHTS Assay for Inhibitors of Tyrosyl-DNA Phosphodiesterase (TDP1). Potency, µM (highest dose often 130 µM), inactives show at the top dose activity change, negative = inhibition, usual class: inhibitors. Tyrosyl-DNA phosphodiesterase 1 (Homo sapiens), Q9NUW8. AID 485290, 2010. recombinant TDP1, AlphaScreen DNA substrate cleavage. 350,000 tested, 0.28% active; also: nearly all actives have a fitted effect of over 40% in size
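Signal: AlphaScreen proximity between streptavidin donor and anti-FITC acceptor beads on intact substrate. Reaction: Tdp1 1 nM, substrate 15 nM final, 5 min RT after 15 min compound preincubation.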
* = called active by the depositor; ? = inconclusive; / = not tested or not shown; & = joins results of further samples; [ ] = dose if it differs, or a comment. Calls follow the shape of the dose curve; as a rule, active = well fitted curve in the direction sought with a large enough effect; inconclusive = small, poorly fitted or top-dose-only effect, or another doubt; inactive = no such curve, though single readings can be large; an effect the other way counts as inactive or inconclusive. Unless noted, % is scaled to controls: 0 for no effect and ±100 for the full control effect; potency is read from the fitted curve at half-maximal effect.

item | smiles | N370S GC mod | FEN1 inh | TDP1 block
1 | Cc1ccc(CNC(=O)C23CN(Cc4ccccc4)CC2C(c2cccc([N+](=O)[O-])c2)=NO3)cc1 (configuration not stated) | -17% | -12% | 12%
2 | CNS(=O)(=O)c1cccc(C(=O)OCC(=O)N(CCC#N)c2ccccc2)c1 | -4% | -11% | 1%
3 | O=C1C2C(C(=O)N1/N=C/c1ccc(N3CCCCC3)o1)C1C=CC2C12CC2 (configuration not stated) | 12% | -4% | -2%
4 | CCC(Sc1ccc2nnc(-c3cccnc3)n2n1)C(=O)OC (configuration not stated) | 6% | -10%&10% | 2%&1%
5 | O=C(CCn1c(=O)[nH]c2ccsc2c1=O)Nc1ccc(F)c(F)c1 | -12% | -2% | -6%
6 | O=C(Oc1ccc(Br)cc1C(=S)N1CCCCC1)c1cc([N+](=O)[O-])cc([N+](=O)[O-])c1 | 8% | -11% | 11%
7 | C/C(=N/NC(=O)c1cc(O)c(O)c(O)c1)c1ccc([N+](=O)[O-])cc1 | 2% | ? | -1%
8 | O=C(NNC(=O)c1ccccc1O)c1cccc(Br)c1 | -19% | 22% | /
9 | CCOc1ccc(C2C(C(=O)Nc3cc(C)on3)c3ccccc3C(=O)N2CCN2CCOCC2)cc1 (configuration not stated) | -3% | 1% | 3%
10 | Cc1ccc(S(=O)(=O)N2CCN(CC(=O)N/N=C\c3ccccn3)CC2)cc1 | / | 4% | 0%
11 | CCOC(=O)C1CCCN(c2ccc(NC(=O)c3snc4c(=O)[nH]c(C)nc34)cc2)C1 (configuration not stated) | -6% | -3% | -4%
12 | C#CCOCCOCCOCCNc1nc(N2CCN(C(=O)CCCCCCCCCCNC(=O)[C@@H](CCSC)n3cc(CCO)nn3)CC2)nc(N2CCN(C(=O)CCCCCCCCCCNC(=O)[C@@H]([C@H](C)O)n3cc(C)nn3)CC2)n1 | -13% | 18% | -1%
13 | CCc1nc2ccccc2n(CC)c1=O | 8% | -2% | 2%
14 | COc1cc(NC(=O)CN2C(=O)NC(c3ccccc3)(c3ccccc3)C2=O)cc(OC)c1 | 3% | -3% | 12%
15 | Cc1cc(Cl)ccc1OCCCC(=O)NO | -1% | 1%&-2% | 5%
16 | CC(CCc1ccccc1)NC(=O)Cn1c(=O)nc(-c2ccccc2)c2ccccc21 (configuration not stated) | / | -2% | -1%
17 | Cc1ccc(C)c(NC(=O)C2CCCN(S(=O)(=O)c3cccnc3)C2)c1 (configuration not stated) | -2% | 18% | 0%
18 | CCOC(=O)C1=NOC(CNC(=O)C2=NOC(CNC(=O)c3c(-c4ccccc4Cl)noc3C)C2)C1 (configuration not stated) | -4% | -3% | -2%
19 | CN(C)c1ccc(/C=C(\C#N)C(=O)NCc2ccco2)cc1 | 7% | / | 5%
20 | O=c1[nH]c(Cl)nc2c1ncn2C1OC(CO)C(O)C1O (configuration not stated) | 1% | / | -8%[56.1 µM]
21 | Cc1c(C(=O)N(C)c2ccccc2)oc2c1C(O)CC(C)(C)C2 (configuration not stated) | 0% | -2% | 5%
22 | Cc1ccc(C(=O)N[C@H](C(=O)Nc2sccc2C(N)=O)C(C)C)cc1 | -4% | -3% | 15%
23 | CCCc1nc(SCC(=O)Nc2cc(C)on2)c2c(=O)n(C)c(=O)n(C)c2n1 | 5% | 0% | 1%
24 | CCN(CC(=O)NCc1ccc(F)cc1)S(=O)(=O)c1ccc(Cl)s1 | / | -8% | -5%
25 | CC(C)(C)NC(=S)NNC(=O)[C@H]1C[C@@H]1c1ccccc1 | 1% | 13% | 4%
26 | O=C(CN1CCN(c2ccccc2)CC1)c1ccc2cc[nH]c2c1 | -10% | -13% | 7%
27 | Cc1cc2nc(N3C(=O)CNC3=S)sc2cc1C | -20% | -18% | -9%
28 | Cn1cc(/C=C(\NC(=O)c2ccccc2Cl)C(=O)NCCCN2CCOCC2)c2ccccc21 | -5% | 22% | 5%
29 | Cc1nnc(SCC(=O)NCc2ccco2)[nH]c1=O | 5% | 1% | /
30 | Nn1c(SCc2ccc(Br)cc2)nnc1-c1ccccn1 | 3% | 14% | -2%

Structures from the list above that have a nitro group on carbon:
item | smiles | N370S GC mod | FEN1 inh | TDP1 block
1 | Cc1ccc(CNC(=O)C23CN(Cc4ccccc4)CC2C(c2cccc([N+](=O)[O-])c2)=NO3)cc1 (configuration not stated) | -17% | -12% | 12%
6 | O=C(Oc1ccc(Br)cc1C(=S)N1CCCCC1)c1cc([N+](=O)[O-])cc([N+](=O)[O-])c1 | 8% | -11% | 11%
7 | C/C(=N/NC(=O)c1cc(O)c(O)c(O)c1)c1ccc([N+](=O)[O-])cc1 | 2% | ? | -1%

An excerpt of these results, with values ahead of the structure:
cpd | N370S GC mod | FEN1 inh | TDP1 block | Structure
17 | -2% | 18% | 0% | Cc1ccc(C)c(NC(=O)C2CCCN(S(=O)(=O)c3cccnc3)C2)c1 (configuration not stated)
10 | / | 4% | 0% | Cc1ccc(S(=O)(=O)N2CCN(CC(=O)N/N=C\c3ccccn3)CC2)cc1
9 | -3% | 1% | 3% | CCOc1ccc(C2C(C(=O)Nc3cc(C)on3)c3ccccc3C(=O)N2CCN2CCOCC2)cc1 (configuration not stated)

One compound at a time, as listed above. Order of screens: N370S GC mod	FEN1 inh	TDP1 block
Results for `Cc1ccc(S(=O)(=O)N2CCN(CC(=O)N/N=C\c3ccccn3)CC2)cc1` : /	4%	0%
Results for `CCOc1ccc(C2C(C(=O)Nc3cc(C)on3)c3ccccc3C(=O)N2CCN2CCOCC2)cc1` (configuration not stated) : -3%	1%	3%
Results for `O=C(Oc1ccc(Br)cc1C(=S)N1CCCCC1)c1cc([N+](=O)[O-])cc([N+](=O)[O-])c1` : 8%	-11%	11%
Results for `Cc1ccc(C(=O)N[C@H](C(=O)Nc2sccc2C(N)=O)C(C)C)cc1` : -4%	-3%	15%

(more compounds)
item | smiles | N370S GC mod | FEN1 inh | TDP1 block
31 | O=C(CCN1C(=O)S/C(=C\c2ccccc2)C1=O)NCCCn1ccnc1 | -1% | -7% | 3%
32 | COc1cc(C(C)=O)ccc1OC(=O)CN1C(=O)c2ccccc2C1=O | -3% | 3% | /
33 | Cc1cccc(C(=O)NCC(=O)NCC(c2ccco2)N2CCCCC2)c1 (configuration not stated) | -6% | 2% | /
34 | Cc1ccc2occ(CC(=O)N(Cc3ccc(N(C)C)cc3)C3CCS(=O)(=O)C3)c2c1 (configuration not stated) | / | 6% | 12%
35 | C#C[C@]1(O)CCC2C3CCC4=CC(=O)CC[C@@H]4C3CC[C@@]21C (some centres not stated) | -15% | 13% | /
36 | Cc1ccc(S(=O)(=O)c2cn(Cc3ccccc3F)c3cc4c(cc3c2=O)OCO4)cc1 | / | 5% | 6%
37 | Cc1ccc(CS(=O)(=O)c2nsc(C)c2C#N)cc1 | -18% | -2% | 1%
38 | COc1cc(OC)cc(C(=O)NNC(=O)CCC(=O)c2cc(C)sc2C)c1 | / | -1% | 0%
39 | CN1CCN(C(=O)C2CC(c3ccc(F)cc3)=NO2)CC1 (configuration not stated) | -1% | -15% | -1%
40 | CCN(CC)C(=O)c1sc(N)c(C#N)c1C | 7%[2.35 µM] | 6% | 2%
41 | O=C(Cn1nc(Cl)nc1Cl)c1ccc(F)cc1 | -17% | -3% | 1%
42 | Cc1nn(CC(=O)N2CCc3ccccc32)c(C)c1S(=O)(=O)NC(C)(C)C | / | 13% | 1%
43 | COc1ccc2oc(-c3ccccc3)c(C(=O)N3CCOCC3)c2c1 | 4% | 2% | 1%
44 | O=C(COc1cc2oc(=O)c3c(c2cc1Cl)CCC3)NCCCn1ccnc1 | -1% | -3% | 1%
45 | COc1cc(C2C(=O)N(C3CCCCC3)CC(=O)N2C2CCCCC2)ccc1OC(C)C (configuration not stated) | / | -6% | 8%
46 | O=C(Cn1cc2c(n1)CCCC2)NCc1cccs1 | 7% | -9% | 3%
47 | CCOc1ccc(-c2nnn(CC(=O)NCc3ccccc3)n2)cc1 | 8% | -14% | 4%
48 | COc1cc(/C=C/c2cc[n+](C)cc2)ccc1OCC(=O)Nc1ccc(Cl)c(Cl)c1 | 0% | ? | /
49 | CC(=O)Nc1ccccc1NC(=O)C/C(C)=N/NC(=O)c1cccnc1 | -2% | -3% | 1%
50 | Cc1ccc(CNc2nccn(-c3cc(C)cc(C)c3)c2=O)cc1 | / | 6% | 3%
51 | COc1ccccc1CNC(=O)COC(=O)Cc1ccc(Br)cc1 | / | -3% | 1%
52 | COc1ccc(NC(=O)c2nc3nc(C)cc(C(F)F)n3n2)c(C)c1 | / | 15% | -3%
53 | COc1ccccc1C(=O)N1CCN(c2ccc(N3CCOCC3)nn2)CC1 | 17% | -3% | /
54 | Cn1c(=O)oc2cc(S(=O)(=O)NCCN3CCN(c4ccccc4)CC3)ccc21 | 4% | -7% | -1%
55 | C=CCN1CCc2cc(O)c(O)cc2[C@H](c2ccccc2)C1 | -3% | / | ?
56 | N#CCNC(=O)C1c2ccccc2Oc2ccccc21 | 0% | 7% | /
57 | CC1=CC2=NC(=O)CC(C)(C(=O)N(CC(=O)NC3CCCC3)c3cc(C)cc(C)c3)N2C=C1 (configuration not stated) | 7% | -5% | 0%
58 | Cc1ccc(Cl)cc1N1CCN(CCCNC(=O)c2ccc3nc(N4CCCCC4)sc3c2)CC1 | / | -6% | 5%
59 | COc1cccc(NC(=O)c2ccc3nc(Cc4ccccc4)oc3c2)c1 | / | ? | 2%

6 of these compounds, reformatted.
The line under a structure holds: N370S GC mod	FEN1 inh	TDP1 block
[35] C#C[C@]1(O)CCC2C3CCC4=CC(=O)CC[C@@H]4C3CC[C@@]21C (some centres not stated)
    -15%	13%	/
[36] Cc1ccc(S(=O)(=O)c2cn(Cc3ccccc3F)c3cc4c(cc3c2=O)OCO4)cc1
    /	5%	6%
[37] Cc1ccc(CS(=O)(=O)c2nsc(C)c2C#N)cc1
    -18%	-2%	1%
[38] COc1cc(OC)cc(C(=O)NNC(=O)CCC(=O)c2cc(C)sc2C)c1
    /	-1%	0%
[39] CN1CCN(C(=O)C2CC(c3ccc(F)cc3)=NO2)CC1 (configuration not stated)
    -1%	-15%	-1%
[40] CCN(CC)C(=O)c1sc(N)c(C#N)c1C
    7%[2.35 µM]	6%	2%
